Screens from PubChem.
CaV13 ICDI inh = Disruptors of the CACNA1D IQ motif to Ca2+-dependent inactivation inhibitor domain association, primary screening, Förster resonance energy transfer in intact living …; 0.098% of 340,000 active; inhibition, % at 12.3 µM; HEK cells, CFP/YFP FRET ICDI-IQ, plate reader, 10 min; percent FRET-ratio fall versus neutral wells;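 active = mean replicate inhibition of at least 30% and at least 1% of replicates passing that level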;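 also: 0% = median of the neutral control wells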
HIF-2a block = HIF-2a inhibition; 786-0 RCC cells HIF-2a reporter, luciferase luminescence, overnight; inhibition, % at 18.8 µM; 0.72% of 360,000 active; AID 624352;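 active = inhibition of the luminescence signal of 40% or more relative to plate controls, in a single-dose primary screen at 18.75 µM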
KKLEB tox = reduces viability of KKLEB cystic fibrosis airway cells; activity change (cytotoxicity), % at 5 µM; 0.36% of 360,000 active; KKLEB CF airway cells viability, ATPlite luminescence, overnight; hits give low values; cells stimulated with P. aeruginosa culture filtrate;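 active = corrected activity change at or below -50% at 5 µM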
Peg3 promoter = inhibitors of Peg3 promoter; HeLa PEG-Prom luciferase reporter, luminescence, overnight; inhibition, % at 20 µM; 1.7% of 360,000 active; AID 588405;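 active = inhibition of at least 50% at 20 µM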
NR2E3 ag-1 = activates human photoreceptor nuclear receptor NR2E3 | Q9Y5X4 | GST-NR2E3/biotin-RetCOR TR-FRET, 1536-well | inhibition of corepressor binding, % at 4.78 µM | 0.12% of 320,000 active | AID 2300;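 active = percent inhibition above the cutoff of mean plus 3 SD of all tested compounds, set per screening campaign, cut at about 20% in these data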;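 also: 0% = DMSO wells and 100% = biotin wells as full block of FRET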
Target sequence (Q9Y5X4 whole entry, looked up): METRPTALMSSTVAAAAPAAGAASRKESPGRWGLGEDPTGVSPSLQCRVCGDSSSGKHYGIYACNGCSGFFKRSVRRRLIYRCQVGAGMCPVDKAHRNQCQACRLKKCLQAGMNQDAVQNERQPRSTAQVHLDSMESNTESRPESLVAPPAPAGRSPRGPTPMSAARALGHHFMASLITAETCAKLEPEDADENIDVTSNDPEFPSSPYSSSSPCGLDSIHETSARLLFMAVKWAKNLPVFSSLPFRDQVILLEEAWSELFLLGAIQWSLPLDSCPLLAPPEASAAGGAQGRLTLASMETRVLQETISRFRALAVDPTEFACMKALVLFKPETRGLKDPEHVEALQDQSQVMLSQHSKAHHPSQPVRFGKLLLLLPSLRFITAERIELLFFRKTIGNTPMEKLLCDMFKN
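Material: NR2E3–RetCOR corepressor complex / Amount: 1.35 nM GST-NR2E3 / Medium: Tris pH 7.5 / Compound: single nominal compound dose of 4.8 µM / Incubation: 5 h at 4 °C / Technique: TR-FRET, Eu(K)-anti-GST donor, streptavidin-D2 acceptor, ex 340, em 617/671 nm / Read-out basis: percent loss of FRET ratio relative to control wells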
Shn3 3UTR inh = Schnurri-3 reporter inhibition in Clone20 osteoblasts; Clone20 osteoblast Shn3 3'UTR firefly luciferase, 24 h; inhibition, % at 12.5 µM; 0.52% of 360,000 active;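 active = mean inhibition of at least 75% with every replicate also reaching 75%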;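 also: 0% = median of neutral control wells and 100% = pilot-screen positive control compound; some compounds past the cut are filed as inactive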
CF NFkB block = cystic fibrosis NF-kB activation inhibition; 0.86% of 360,000 active; KKLEB NF-kB-GFP reporter, PAF-induced, GFP fluorescence overnight; inhibition, % at 5 µM;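 active = at least 50% inhibition at 5 µM, scaled per plate between neutral and stimulator controls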;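 also: PAF is a Pseudomonas aeruginosa culture filtrate used as stimulus; plate controls were PAF-stimulated DMSO wells for no effect and unstimulated DMSO wells for full effect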
PDI inh = PDI (human) enzyme inhibition; PDI insulin aggregation turbidity, A650, 90 min; 0.052% of 350,000 active; P07237; inhibition, % at 10 µM;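 active = mean inhibition across replicates of 30% or more, whatever share of single replicates reach that level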;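 also: absorbance from insulin aggregation driven by PDI reduction with DTT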
Target sequence (P07237 whole entry, looked up): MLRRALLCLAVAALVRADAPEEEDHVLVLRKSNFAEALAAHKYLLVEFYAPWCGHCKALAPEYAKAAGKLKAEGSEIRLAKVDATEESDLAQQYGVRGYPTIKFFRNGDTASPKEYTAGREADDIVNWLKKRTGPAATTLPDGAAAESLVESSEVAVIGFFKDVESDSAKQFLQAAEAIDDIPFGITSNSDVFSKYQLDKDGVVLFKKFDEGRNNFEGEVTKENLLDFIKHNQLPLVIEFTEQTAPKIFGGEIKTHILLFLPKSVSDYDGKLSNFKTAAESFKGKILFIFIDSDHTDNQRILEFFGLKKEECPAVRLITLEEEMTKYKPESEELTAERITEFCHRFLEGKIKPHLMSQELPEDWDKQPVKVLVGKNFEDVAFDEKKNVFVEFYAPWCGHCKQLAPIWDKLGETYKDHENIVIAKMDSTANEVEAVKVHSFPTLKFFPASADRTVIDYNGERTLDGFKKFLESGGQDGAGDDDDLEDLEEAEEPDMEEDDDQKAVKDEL
Vif inh = HIV Vif inhibition. HEK293T cells, Vif self-association by quenched fluorescence, imaging, 24 h. 0.35% of 340,000 active. inhibition, % at 7.49 µM; in the data active = inhibition above about 50%, passing the limit was not always enough; also: some results filed as inactive read as strong as hits
NR2E3 ag-2 = human photoreceptor-specific nuclear receptor agonism; Q9Y5X4; CHO-S Gal4-NCOR/VP16-NR2E3 two-hybrid, luciferase; inhibition of corepressor binding, % at 3.98 µM; 0.35% of 360,000 active; AID 602229;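 active = inhibition above the mean of all tested compounds plus 3 SD, cut at about 70% in these data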;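 also: 0% = DMSO with NR2E3 transfected cells and 100% = cells lacking NR2E3 construct; higher means lower luciferase signal from less NR2E3 corepressor binding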
MITF TRPM1 inh = MITF TRPM1 promoter inhibition in SK-MEL-5 cells. SK-MEL-5 TRPM1 promoter luciferase, 24 h. inhibition, % at 12.5 µM. 0.83% of 330,000 active. AID 488899;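 active = mean inhibition across replicates of 60% or more, whatever share of single replicates reaches that level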; also: values of inactives mirror those of a sister screen read the other way
Numbers without * were called inactive; . = no result given; & = joins results of further samples. Outcome played no part in choosing rows. About 3.3% of those tested had a hit in this group.

Results follow in this order: CaV13 ICDI inh	HIF-2a block	KKLEB tox	Peg3 promoter	NR2E3 ag-1	Shn3 3UTR inh	CF NFkB block	PDI inh	Vif inh	NR2E3 ag-2	MITF TRPM1 inh
CCN(C(=O)COC(=O)/C=C/c1cccc(Br)c1)C1CCS(=O)(=O)C1 (configuration not stated)
→ -3	23	12	41	0	-4	-8	1	8	-12	11
Cc1noc(/C=C/c2ccco2)c1S(=O)(=O)N1CCC(C(=O)N2c3ccccc3CC2C)CC1 (configuration not stated)
→ -5	9	-5	14	2	67	-5	-2	-4	18	14
Cc1ccc2nc(-c3ccsc3)c(NC3CCCC3)n2c1
→ -16	-100	-10	-30	5	23	-7	1	1	-12	-8
N#Cc1c(-c2ccco2)nc(NCC2CCCO2)[nH]c1=O (configuration not stated)
→ .	23	14	-9	0	8	6	4	-4	-16	1
COc1ccccc1NC(=O)C1CCOC1=O (configuration not stated)
→ 5	18	-3	8	0	-2	4	-6	11	-26	.
O=C(c1ccc(OCC2CCCO2)cc1)N1CCN(S(=O)(=O)c2cccc(F)c2)CC1 (configuration not stated)
→ -7	-10	17	3	.	2	-22	7	-5	4	2
O=S1(=O)N=C(Nc2ccc(S(=O)(=O)N3CCCCC3)cc2)c2ccccc21
→ -6	19	-2	11	0	-9	-3	-13	-2	-6	14
Cc1cccc(N2CN=c3s/c(=C\c4ccccn4)c(=O)n3C2)c1
→ -19	-18	5	-44	1	2	-10	-1	-4	8	-17
COc1cccc(CC2(CO)CCN(C(=O)NC3CCCCC3)CC2)c1
→ -2	27	2	10	2	17	2	-4	5	2	6
CC(=O)NCCc1ccc(C(=O)COC(=O)C2CCCCC2)cc1
→ -7	-21	7	-44	.	7	-4	18	0	0	-1
O=c1oc2ccccc2c(NC2CCCCC2)c1NS(=O)(=O)c1ccc(F)cc1
→ -15	9	-6	14	4	-12	-14	-2	-1	-14	17
CCCN(C(=O)c1ccco1)c1nnc(-c2ccncc2)s1
→ -7	-67	13	-56	-2	-11	-1	-3	-26	-7	-9
CCN1CCN(C(=O)c2sc3nc(C)nc(N4CCC(C)CC4)c3c2C)CC1
→ 0	13	9	10	1	4	-4	8	2	-18	-2
CCn1c(COc2cccc(C)c2)nnc1SCC(=O)CC(=O)Nc1ccccc1OC
→ -3	6	2	-2	-2	10	13	5	-8	14	15
CCc1nnc(NC(=O)[C@@H](NC(=O)c2cc(OC)cc(OC)c2)C(C)C)s1
→ 6	16	-2	-6	6	-27	10	2	1	26	6
COc1cccc(C(C(=O)NC(C)(C)C)N(C(=O)CCC(=O)Nc2cc(C)on2)C2CC2)c1OC (configuration not stated)
→ 14	19	11	20	2	12	-3	5	3	4	-4
COCCn1c(C)cc(C(=O)COC(=O)c2cncc(Br)c2)c1C
→ -11	-26	11	-213	1	-57	24	8	-5	-78	-44
NC(N)=NC(N)=NCCc1ccccc1
→ -5	-2	22	2	1	14&15	-18	1	-2&-9	-2	-9
Cc1onc(NC(=O)c2ccc([N+](=O)[O-])o2)c1Br
→ -5	-4	-10	15	1	.	27	18	2	-7	-9
CC(C)(C)OC(=O)N[C@H](C(=O)OC(C)(C)C)c1ccc2ccccc2c1
→ -9	17	2	-6	0	7	30	-7	2	1	-2
Cc1cccn2c(=O)c3cc(C(=O)N4c5ccccc5CC4C)n(C)c3nc12 (configuration not stated)
→ -4	6	-12	15	-1	-9	28	-4	7	-17	18
CCOC(=O)c1c(C)[nH]c2c1cc(O)c1ccccc12
→ -8	5	11	-140	-4	-65	-11	-3	21	11	1
COc1ccc(-c2cnc3c(NC(C)=O)cc(-c4ccccc4OC)cn23)cc1OC
→ -4	-5	-24	37	.	10	24	-25	.	-21	.
Cc1nc2scc(-c3ccco3)c2c(=O)n1/N=C/N(C)C
→ -9	10	-6	12	3	-2	19	-3	-1	5	9
CC1CN(CC(=O)Nc2nc(-c3ccc(Cl)cc3)cs2)CC(C)O1 (configuration not stated)
→ -3	-5	-10	13	0	1	14	-3	3	-21	-2
Cn1c(SCC(=O)Nc2ccccc2)nc(O)cc1=O
→ -7	-3	-1	3	2	-12	-3	10	.	-12	16
Cc1cc(C)c(C#N)c(SCC(=O)N2CCCCC2)n1
→ -5	11	-6	11	1	7	-9	-1	9	-24	0
CCOC(=O)c1c(NC(=O)COC(=O)c2ccc(O)cc2)sc(C(=O)NC)c1C
→ -5	6	-20	10	-1	39	12	0	-11	-14	19
Nc1c(C(=O)c2ccc(Br)s2)oc2ccccc12
→ -6	-256	1	-222	0	-30	-13	1	15	-52	-27
CC(=O)Nc1ccc(NC(=O)c2ccc(OCc3c(C)noc3C)cc2)cc1
→ -6	2	-4	-6	.	8	-2	3	60*	-16	-2

An excerpt from the list above, for reference:
Results follow in this order: CaV13 ICDI inh	HIF-2a block	KKLEB tox	Peg3 promoter	NR2E3 ag-1	Shn3 3UTR inh	CF NFkB block	PDI inh	Vif inh	NR2E3 ag-2	MITF TRPM1 inh
Cc1cccn2c(=O)c3cc(C(=O)N4c5ccccc5CC4C)n(C)c3nc12 (configuration not stated)
→ -4	6	-12	15	-1	-9	28	-4	7	-17	18
CCOC(=O)c1c(C)[nH]c2c1cc(O)c1ccccc12
→ -8	5	11	-140	-4	-65	-11	-3	21	11	1

(list continues)
Results follow in this order: CaV13 ICDI inh	HIF-2a block	KKLEB tox	Peg3 promoter	NR2E3 ag-1	Shn3 3UTR inh	CF NFkB block	PDI inh	Vif inh	NR2E3 ag-2	MITF TRPM1 inh
CC(C)Cc1ccc(-c2cc3nc(NCCc4ccc(S(N)(=O)=O)cc4)ccn3n2)cc1
→ -4	-320	-5	-108	.	-45	-10	5	.	-60	.
O=C(COC(=O)CCc1nc2ccccc2c(=O)[nH]1)NC1CCS(=O)(=O)C1 (configuration not stated)
→ -1	10	-7	0	-2	-1	5	-3	-3	-16	2
CCC(=O)N1CCN(c2ccc(NC(=O)c3ccc4ccccc4c3)cc2)CC1
→ -3	-135	14	-28	5	2	-11	-1	-9	-36	-5
Cc1cccc(C)c1OCc1cc(C(=O)N2CCN(C3CCCC3)CC2)no1
→ -5	-211	-10	-151	9	-14	15	2	-12	-59	-22
CC1(C)Cc2c(sc(NC(=O)c3ccc4c(c3)OCCO4)c2C(N)=O)C(C)(C)N1
→ -4	17	3	18	-1	-30	8	5	0	-16	0
N#C/C(=C\c1ccc[nH]1)C(=O)c1ccccc1
→ -9	-16	10	-10	0	-35	-16	1	-9	-27	-14
CCn1c(CNC(=O)c2ccccc2OC)nnc1SCC(=O)c1ccc(F)cc1
→ -4	7	9	7	4	2	4	-4	-1	6	17
CCOc1cc(/C=N/NC(=O)c2ccc(CN3CCOCC3)cc2)ccc1OCc1ccccc1
→ -6	18	4	27	-2	-16	-9	-5	-11	-6	30
COCCCN1C(=O)C(=O)/C(=C(/O)c2ccc(OC)cc2)C1c1cccc(OC)c1 (configuration not stated)
→ .	3	11	8	4	16	-2	3	-4	-22	-4
Clc1ccccc1OCCn1ccnc1
→ -8	2	-3	-8	6	-13	14	-12	-3	1	0
COc1ccc(CNC(=O)CC2C[C@H](C(=O)N3CCOCC3)[C@@]3(C)c4[nH]c5ccccc5c4CCN3C2=O)cc1OC (some centres not stated)
→ -6	10	4	-6	.	6	0	-9	12	14	0
O=C(NCc1cccnc1)c1cc(C2CCCCN2S(=O)(=O)c2ccc(F)cc2F)on1 (configuration not stated)
→ -5	9	-23	-7	.	3	26	8	-10	-9	.
COc1cc(OC)cc(-c2sc3ccc(OC)cc3c2-c2ccc(OCCN3CCOCC3)cc2)c1
→ .	-4	-6	13	.	25	22	17	61*	0	-9
COc1cc2ccccc2cc1C(=O)NCCCN1CCOCC1
→ -9	-5	0	-3	1	-12	-8	23	-2	6	-2
COc1ccc(NC(=O)CCN2C(=O)c3ccccc3C2=O)c(OC)c1
→ 7	13	-1	15	4	-1	21	-9	-1	18	-13
CC(C)C(NS(=O)(=O)c1cccc(C(F)(F)F)c1)C(=O)NCc1cccs1 (configuration not stated)
→ -6	16	15	11	1	0	-11	3	4	-2	-7
COc1cccc(C2C3=C(CC(C)(C)CC3=O)Nc3cc4c(cc32)OCO4)c1 (configuration not stated)
→ -2	-6	-9	21	2	0	16	.	-12	23	5
CC(C)C(C(=O)NC1CCCC1)N(CC1CCCO1)C(=O)CNS(=O)(=O)c1ccc(F)cc1 (configuration not stated)
→ -3	3	-12	-6	-2	-7	10	2	7	-12	13
C/C(=N\NC(=S)Nc1c(C)cccc1C)c1cc2ccccc2o1
→ -5	7	2	8	6	7	6	-4	-1	-12	11
Cc1ccc(S(=O)(=O)N2CCOCC2)cc1-c1n[nH]c(=S)n1-c1ccccc1
→ -6	6	3	4	4	3	8	4	50	-38	-3
COc1ccc(-c2ccc(CCC(=O)O)n2CC2CCCO2)cc1 (configuration not stated)
→ -2	2	-2	11	2	4	11	-7	2	-15	0
S=c1[nH]nc(-c2ccccc2)n1/N=C/c1cccs1
→ .	2	-23	22	1	2	5	-2	-1	8	2
CN1C(=O)C2(OCC(C)([N+](=O)[O-])CO2)c2ccccc21 (configuration not stated)
→ -4	6	0	9	2	8	0	-2	.	-8	8
CC(C)(C)OC(=O)C[C@@H]1C/C=C\C[C@@H](CC(=O)N[C@H](CO)Cc2ccccc2)C(=O)NCCOC1=O
→ -5	-1	5	0	.	2	-9	9	.	-60	8
Cc1cc(NC(=O)CSc2ccc(-c3ccccc3)nn2)no1
→ .	-36	2	-2	0	-10	4	3	6	-5	1
